# AmpC no deterg = blocks E. coli AmpC beta-lactamase in detergent-free assay; Potency, µM (titrated, usually from 57.1 µM), inactives show top-dose activity change, negative = inhibition, most hits filed as inhibitors; AID 485341; AmpC nitrocefin hydrolysis, absorbance 480 nm, 0.0001% Triton; actives 0.52% (n = 330,000); P00811;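 further: potency means the concentration at half of the fitted maximal effect; plate controls were no compound for no effect and no enzyme for full effect; nearly all actives have a fitted effect of over 20% in size; some results filed as inactive show a strong effect at the top dose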
# Target sequence (P00811 whole entry, looked up): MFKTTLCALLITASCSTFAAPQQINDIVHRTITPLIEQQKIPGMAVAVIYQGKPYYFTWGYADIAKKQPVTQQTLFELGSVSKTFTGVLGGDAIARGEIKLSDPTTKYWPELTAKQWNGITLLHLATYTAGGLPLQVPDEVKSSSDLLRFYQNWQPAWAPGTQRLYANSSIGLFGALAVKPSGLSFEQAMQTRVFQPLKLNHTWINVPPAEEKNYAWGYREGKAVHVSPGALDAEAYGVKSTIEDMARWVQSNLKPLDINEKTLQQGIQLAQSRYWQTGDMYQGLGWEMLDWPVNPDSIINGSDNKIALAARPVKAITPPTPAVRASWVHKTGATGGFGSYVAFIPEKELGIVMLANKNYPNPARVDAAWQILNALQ
#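 20 mM phosphate pH 7.0 + 0.01% (detergent screen) or 0.0001% Triton X-100; 5.3 nM AmpC reagent; cpd preinc 15 min RT; nitrocefin (800 uM stock) to start; A480 q20 s × 4 min; Activity was normalised to no-enzyme and no-compound control wells.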
# HCV inh = blocks hepatitis C virus | Huh7.5.1 HCVcc-Cre infection, luciferase reporter, 44 h | Potency, µM (doses to about 41.8 µM), without a hit: top-dose activity change, negative = inhibition, usual class: inhibitors | actives 3.4% (n = 340,000) | AID 651820; further: potency means the concentration at half of the fitted maximal effect
#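 Cells (1,000/well) were plated 4 h before compound, then infected with HCVcc-Cre virus (~0.5 moi). After 44 h further culture, infection was read as luciferase luminescence following a 15 min substrate incubation at room temperature.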
# LmPK inhibitor = LmPK (Leishmania mexicana) enzyme inhibition. Q27686. purified LmPK, Kinase-Glo ATP luminescence, 1 h. Potency, µM (doses to about 57.5 µM), inactives show at the highest dose activity change, negative = inhibition, hits mostly inhibitors. actives 0.37% (n = 290,000); further: potency means the concentration at half of the fitted maximal effect
# Target sequence (Q27686 whole entry, looked up): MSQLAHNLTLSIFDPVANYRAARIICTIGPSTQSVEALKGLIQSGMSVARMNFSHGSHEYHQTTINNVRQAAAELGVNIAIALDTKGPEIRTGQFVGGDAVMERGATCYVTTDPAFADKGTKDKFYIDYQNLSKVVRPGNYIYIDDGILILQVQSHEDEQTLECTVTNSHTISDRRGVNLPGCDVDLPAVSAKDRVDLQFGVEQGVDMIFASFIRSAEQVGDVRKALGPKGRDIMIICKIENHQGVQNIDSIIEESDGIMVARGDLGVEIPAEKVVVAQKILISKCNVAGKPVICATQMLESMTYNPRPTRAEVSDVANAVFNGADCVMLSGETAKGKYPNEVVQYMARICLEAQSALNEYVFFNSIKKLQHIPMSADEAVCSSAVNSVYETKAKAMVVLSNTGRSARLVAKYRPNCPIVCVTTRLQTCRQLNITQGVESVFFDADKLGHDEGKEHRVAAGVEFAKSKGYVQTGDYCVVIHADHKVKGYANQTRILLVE
#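 qHTS format; LmPK 0.1 nM; substrates PEP 0.5 mM and ADP 0.1 mM. One-hour room-temperature incubation, then coupled luciferase luminescence; 0.5 nM enzyme wells mark activation.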
# AMA1 RON2 block = inhibitors of Plasmodium falciparum AMA1-RON2 interaction | Potency, µM (titrated, usually from 58.2 µM), without a hit: at the highest dose activity change, negative = inhibition, actives largely listed as inhibitors | actives 0.2% (n = 360,000) | AID 720542 | AlphaScreen AMA1-biotinylated RON2 peptide binding;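 further: potency means the concentration at half of the fitted maximal effect; 0% = vehicle wells and -100% = peptide control; nearly all actives have a fitted effect of over 45% in size; some results filed as inactive show a strong effect at the top dose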
#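 AMA1 (3D7) with his tag at 25 nM final met compounds first, then biotinylated RON2 peptide at 25 nM; detection used donor plus acceptor beads, 10 µg/mL apiece, read by AlphaScreen after 30 min at room temperature.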
# HCMV inh = human cytomegalovirus inhibition. actives 4.5% (n = 410,000). AID 1259415. activity change, negative = inhibition, % at 57.5 µM. HFF cells, HCMV-luciferase reporter, 72 h; hits give low values; in the data active means activity change below about -60%; inconclusive means no clear call, values can overlap the other calls; inactive means above about -39%
#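 HFF cells seeded 16 h at 37C, treated with compounds, infected with luciferase-reporter HCMV at MOI 1 PFU/cell; luciferase read at 72 h post infection, normalized to buffer-only and Salinomycin controls.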
# AmpC detergent = AmpC beta-lactamase inhibition with detergent present | AmpC hydrolysis of nitrocefin, absorbance 480 nm, 0.01% Triton | actives 0.041% (n = 370,000) | Potency, µM (series often up to 114 µM), without a hit: top-dose activity change, negative = inhibition, actives largely listed as inhibitors | P00811;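 further: potency means the concentration at half of the fitted maximal effect; 0% = no-compound wells and -100% = no-enzyme wells; nearly all actives have a fitted effect of over 25% in size; some results filed as inactive show a strong effect at the top dose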
#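 20 mM phosphate pH 7.0 + 0.01% (detergent screen) or 0.0001% Triton X-100; 5.3 nM AmpC reagent; cpd preinc 15 min RT; nitrocefin (800 uM stock) to start; A480 q20 s × 4 min; Activity was normalised to no-enzyme and no-compound control wells.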
# Tb PYK inh = blocks Trypanosoma brucei pyruvate kinase; TbPYK enzyme, Kinase-Glo Plus ATP luminescence, 45 min; Potency, µM (series often up to 76.8 µM), for inactives: top-dose activity, negative = inhibition, hits mostly inhibitors; actives 0.12% (n = 410,000); further: potency means the concentration at half of the fitted maximal effect; nearly all actives have a fitted effect of over 50% in size
#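 Glycolytic pyruvate kinase of T. brucei was incubated with substrate, test compound and 130 uM ADP for 45 minutes at room temperature. Luminescent Kinase-Glo Plus signal was measured after 10 minutes.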
# * hit, by the source's call; ? = inconclusive; · = not tested or not shown; [ ] = another dose, or the depositor's remark. Unless noted, the call rests on the fitted dose curve; in most records, active means well fitted curve in the direction sought with a large enough effect; inconclusive means small, poorly fitted or top-dose-only effect, or another doubt; inactive means no such curve, though single readings can be large; an effect the other way counts as inactive or inconclusive. Unless noted, on the % scale 0 is the no-effect control and ±100 the full control effect.
SMILES,AmpC no deterg,HCV inh,LmPK inhibitor,AMA1 RON2 block,HCMV inh,AmpC detergent,Tb PYK inh
O=C(CS(=O)c1ccc(F)cc1)Nc1ccccc1Cl (stereo not drawn),0%,12%,1%,-6%,-77*,-1%,-6%
Cc1ccc2nc(-c3cccc(Br)c3)c(Cc3ccccc3)n2c1,·,·,·,?,50,·,0%
CCc1ccc(NC(=O)C2CCCN(S(=O)(=O)c3ccc4c(c3)oc(=O)n4C)C2)cc1 (stereo not drawn),·,·,·,·,-16,14%,2%
NC1=NN(c2cccc(C(=O)O)c2)C(=O)C1,-21%,5%,8%,7%,82,-14%,0%
Cc1ccc(S(=O)(=O)SCCCSS(=O)(=O)c2ccc(C)cc2)cc1,·,?,·,15%,-4,·,4µM*
COc1ccc(/C(C)=N/Nc2nc3ccccc3nc2C)cc1OC,36%,?,5%,31%[activator],2,-3%,-2%
Cc1ccc(NC(=O)CSc2nnc3scc(-c4ccccc4)n23)cc1,·,·,·,·,-19,-3%,-1%
O=C(Nc1ccc2c(c1)CCC2)C1CCCO1 (stereo not drawn),-13%,-2%,-3%,2%,36,0%,-8%
CC1CCN(CC(O)COC2CC(C)CCC2C(C)C)CC1 (stereo not drawn),4%,-24%,2%,-3%,?,4%,0%
Cn1nc(-c2ccccc2)c(CSc2cccc(Cl)c2)c1Cl,-4%,?,2%,-18%,-11,3%,4%
COc1ccc(C)cc1N(CC(=O)NCCSCc1cccc(Cl)c1)S(C)(=O)=O,167%[activator],?,9%,-17%,-22,9%,2%
Cc1cc(C(F)(F)F)n(-c2ccc(N)cc2)n1,-1%,6%,17%,3%,-26,-7%,4%
O=C1OC(/C(=C\NCc2ccccc2)[N+](=O)[O-])c2ccccc21 (stereo not drawn),-23%,7%,-2%,7%,?,0%,-3%
Cc1onc(-c2c(Cl)cccc2Cl)c1NC(=O)N1CCSCC1,-24%,26%,-12%,-8%,12,5%,-1%
C=CCn1c(O)c(N=Nc2ccccc2O)c2ccccc21,0%,-24%,·,21%,8,4%,-15%
COC(=O)CS(=O)(=O)c1ccc(C)cc1,-5%,20%,-1%,12%,-36,-10%,-1%
COc1cc(S(=O)(=O)N2CCOCC2)ccc1NC(=O)COC(=O)CC12CC3CC(CC(C3)C1)C2,87%[activator],?,6%,25%,?,0%,-3%
COc1ccc(OC)c(CNC(=O)c2ccc(NC(=O)c3nsc4ccccc34)cc2)c1,·,·,·,·,74,1%,-4%
O=C(NNC(=O)c1cc2ccccc2o1)c1ccc(F)cc1,73%[activator],5%,·,22%,15,-6%,-6%
CC(=O)N1CCC(N(CCN2CCOCC2)C(=S)Nc2c(C)cccc2C)CC1,-16%,0%,-2%,3%,?,-13%,4%
COc1ccccc1N(CC(=O)Nc1ccc(C)cc1Cl)S(=O)(=O)c1cccs1,-21%,-24%,·,-21%,?,·,-9%
Cc1cc(C)nc(N/N=C/c2c[nH]c3ccccc23)n1,-17%,4%,0%,83%[activator],24,6%,0%
O=[N+]([O-])c1ccccc1S(=O)(=O)NC1CCCCCCC1,-25%,-5%,1%,-6%,-17,-14%,3%
O=C(COc1cccc2c1CCN(Cc1ccccc1F)C2=O)N1CCCCC1,25%,-23%,-3%,-5%,-16,?,2%
COc1ccccc1Nc1nc(-c2cccs2)cs1,-29%,?,-13%,-4%,163,-11%,-6%
SMILES,AmpC no deterg,HCV inh,LmPK inhibitor,AMA1 RON2 block,HCMV inh,AmpC detergent,Tb PYK inh
CC(c1ccccc1)N(C)C(=O)CN1CCN(S(=O)(=O)c2ccc3c(c2)OCCCO3)CC1 (stereo not drawn),136%[activator],?,·,-7%,-23,-2%,5%
COCCn1c(SCC(=O)c2cccc(OC)c2)nnc1-c1ccco1,-6%,8%,-1%,3%,-21,?,?
Cc1ccc(C(=O)C(OC(=O)c2cnccn2)c2ccccc2)cc1 (stereo not drawn),19%,13%,2%,-13%,-19,-8%,0%
O=C1NC(=O)C2(CCCCCCCCCCC2)N1,-22%,7%,-17%,-17%,-38,4%,-4%
COc1cc(OC)cc(C(=O)Nc2c(C(=O)Nc3ccc(F)cc3)oc3ccccc23)c1,·,·,·,·,-7,-10%,1%
CCN1CCN(C(c2ccccc2)c2sc3nc(-c4ccco4)nn3c2O)CC1 (stereo not drawn),·,·,·,·,18,-1%,-8%
CCOC(=O)c1sc(=S)n(-c2cc(OC)ccc2OC)c1N,-16%,-14%,-2%,-6%,-9,-14%,?
C=CCNC(=O)C1CC(=O)N(c2ccc(OCC(=O)Nc3cccc(OC)c3)cc2)C1 (stereo not drawn),-1%,?,0%,3%,55,-8%,2%
COc1ccc(C)cc1NC(=O)C(Sc1nnc(-c2ccncc2)n1-c1ccc(Cl)cc1)c1ccccc1 (stereo not drawn),191%[activator],?,3%,-30%,12,1%,1%
O=C(Cc1cccs1)NCCCc1ccccc1,45%,8%,2%,-1%,21,0%,2%
O=C(CCCc1ccccc1)Nc1ccnn1C1CCN(Cc2ccc(CO)o2)CC1,66%[activator],5%,6%,-15%,7,?,6%
CCOC(=O)c1ccc(N2C(=O)CC(N3CCC(C(N)=O)(N4CCCCC4)CC3)C2=O)cc1 (stereo not drawn),-22%,14%,4%,1%,-7,-10%,-3%
CCc1ccc(NCCC(=O)c2ccc(Cl)cc2)cc1,-9%,-3%,0%,-3%,-10,-7%,-3%
CCN(CCCNC(=O)c1cc2c(=O)n(CC)c3ccccc3c2s1)c1ccccc1,·,·,·,·,-22,20%,5%
COc1cccc(CC2(CO)CCCN(CC3=Cc4cc(OC)ccc4OC3)C2)c1 (stereo not drawn),-2%,?,1%,?,42,-3%,-5%
Cc1cc(C)cc(Nc2ncc3c(n2)CC(c2ccco2)CC3=O)c1 (stereo not drawn),-12%,-16%,-1%,23%,1,0%,1%
Cc1nnc(SCC(=O)Nc2ccccc2NC(=O)CSc2nnc(C)s2)s1,·,7%,0%,-3%,13,-10%,1%
O=C(Cn1c(=O)n(Cc2ccc(C(=O)NCc3ccccc3Cl)cc2)c(=O)c2ccccc21)Nc1ccc(F)c(Cl)c1,·,·,·,·,19,-1%,1%
Cc1cc(C)c(S(=O)(=O)NCC(c2ccc(N(C)C)cc2)N2CCc3ccccc32)c(C)c1 (stereo not drawn),·,·,·,·,3,?,-5%
CC(=O)NCC(=O)NC1CC(C)(C)Cc2c1cnn2-c1ccccc1 (stereo not drawn),6%,17%,-2%,0%,54,-7%,-1%
Cc1cc[n+](CC(=O)Nc2cccc(C)c2)cc1,-10%,8%,-4%,0%,-27,?,2%
CC(C)(C)C(=O)OCC12CCC(O1)C1(C)C(=O)OCC21 (stereo not drawn),-3%,37%[activator],6%,-5%,?,?,1%
C=CCn1c(=O)[nH]c2cc(C(=O)N3CC=C(c4ccccc4)CC3)ccc2c1=O,-9%,-4%,9%[11.5 µM],1%,-25,1%,4%
COc1ccc(-c2cc(=O)oc3cc(OCC(=O)NCCCn4ccnc4)ccc23)cc1,114%[activator],?,-8%,-9%,18,?,2%
CN(C)CCOc1cccc(Br)c1,-1%[2.29 µM],5%,-3%,-6%,-19,-11%,3%
SMILES,AmpC no deterg,HCV inh,LmPK inhibitor,AMA1 RON2 block,HCMV inh,AmpC detergent,Tb PYK inh
Cc1cc(C=O)c2c(c1)C=CC1(Oc3ccccc3C(=O)N1C)O2 (stereo not drawn),8%,-47%,0%,·,·,?,·
Cc1ccc(C2(CCNC(C)c3cccs3)CCOC(C(C)C)C2)cc1 (stereo not drawn),39%,?,-1%,1%,-29,0%,-3%
COc1ccc(Cl)cc1NS(=O)(=O)c1cccc2cccnc12,-28%,25%,11%,6%,?,-13%,-15%
Cc1cccc(NC(=O)CCN2CCCC(C)C2)c1 (stereo not drawn),-10%,-5%,0%,17%,22,-3%,7%
Nc1ccc2nc(SCC(=O)c3ccccc3)sc2c1,-28%,?,-5%,45%[activator],27,1%,10%
CC(=O)Nc1ccc(NC(=O)Cc2ccc(S(=O)(=O)N3CCCCC3)cc2)cc1,-17%,-21%,·,-14%,1,1%,1%
CCC(=O)Nc1nc2ccc3nc(C)sc3c2s1,53%,-14%,0%,-4%,62,?,-6%

# Another view of part of the listing above.
# Under each structure – AmpC no deterg	HCV inh	LmPK inhibitor	AMA1 RON2 block	HCMV inh	AmpC detergent	Tb PYK inh
- O=C(Cn1c(=O)n(Cc2ccc(C(=O)NCc3ccccc3Cl)cc2)c(=O)c2ccccc21)Nc1ccc(F)c(Cl)c1
→ ·	·	·	·	19	-1%	1%
- Cc1cc(C)c(S(=O)(=O)NCC(c2ccc(N(C)C)cc2)N2CCc3ccccc32)c(C)c1 (stereo not drawn)
→ ·	·	·	·	3	?	-5%
- CC(=O)NCC(=O)NC1CC(C)(C)Cc2c1cnn2-c1ccccc1 (stereo not drawn)
→ 6%	17%	-2%	0%	54	-7%	-1%
- Cc1cc[n+](CC(=O)Nc2cccc(C)c2)cc1
→ -10%	8%	-4%	0%	-27	?	2%
- CC(C)(C)C(=O)OCC12CCC(O1)C1(C)C(=O)OCC21 (stereo not drawn)
→ -3%	37%[activator]	6%	-5%	?	?	1%
- C=CCn1c(=O)[nH]c2cc(C(=O)N3CC=C(c4ccccc4)CC3)ccc2c1=O
→ -9%	-4%	9%[11.5 µM]	1%	-25	1%	4%
- COc1ccc(-c2cc(=O)oc3cc(OCC(=O)NCCCn4ccnc4)ccc23)cc1
→ 114%[activator]	?	-8%	-9%	18	?	2%
- CN(C)CCOc1cccc(Br)c1
→ -1%[2.29 µM]	5%	-3%	-6%	-19	-11%	3%
- Cc1cc(C=O)c2c(c1)C=CC1(Oc3ccccc3C(=O)N1C)O2 (stereo not drawn)
→ 8%	-47%	0%	·	·	?	·
- Cc1ccc(C2(CCNC(C)c3cccs3)CCOC(C(C)C)C2)cc1 (stereo not drawn)
→ 39%	?	-1%	1%	-29	0%	-3%
- COc1ccc(Cl)cc1NS(=O)(=O)c1cccc2cccnc12
→ -28%	25%	11%	6%	?	-13%	-15%
- Cc1cccc(NC(=O)CCN2CCCC(C)C2)c1 (stereo not drawn)
→ -10%	-5%	0%	17%	22	-3%	7%
- Nc1ccc2nc(SCC(=O)c3ccccc3)sc2c1
→ -28%	?	-5%	45%[activator]	27	1%	10%
- CC(=O)Nc1ccc(NC(=O)Cc2ccc(S(=O)(=O)N3CCCCC3)cc2)cc1
→ -17%	-21%	·	-14%	1	1%	1%
- CCC(=O)Nc1nc2ccc3nc(C)sc3c2s1
→ 53%	-14%	0%	-4%	62	?	-6%

# Assay outcomes: PubChem BioAssay, National Center for Advancing Translational Sciences (NCATS)
